# MsrA inh: bovine MsrA enzyme inhibitors, primary screen, biochemical, absorbance, HTS; AID 651718, 2012; 360,000 tested, 0.75% active; purified bovine MsrA, absorbance read-out; Methionine sulfoxide reductase A (Bos taurus); inhibition, % at 15.5 µM; in the data active = inhibition above about 4.5%;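 also: 0% = vehicle wells with enzyme and 100% = reference inhibitor wells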
# * = called active by the depositor.
SMILES,MsrA inh
CCCC1(CCC)C(=O)NC(=Nc2ccc(C)cc2)NC1=O,-1.8
CC(C)(C)c1cc([N+](=O)[O-])cc(C(C)(C)C)c1O,22*
COc1ccc(N2C(=O)NC(=O)/C(=C/c3cccc(OC(=O)c4cccs4)c3)C2=O)cc1Cl,-1.8
NC(=O)c1ccc(C(=O)Nc2ccc([As](=O)(O)O)cc2)cc1,-1.0
O=C1C2CCN(CC2)C1Cc1ccccc1O (centres undefined),-0.4
COC(=O)C1C(c2ccc(I)cc2)CC2CCC1N2C (centres undefined),-1.3
CCOc1ccc(N2C(=O)/C(=C\c3cccs3)C(=O)NC2=S)cc1,1.4
O=C(NCCN1CCC2(CC1)C(=O)NCN2c1ccccc1)c1ccccc1C(F)(F)F,-0.4
O=[N+]([O-])c1ccccc1-c1cc(-c2ccccc2)cc(-c2ccccc2)[n+]1Cc1ccccc1Cl,2.0
Cc1cc(N2CCNC[C@@H]2C)ccc1N1CCN[C@H](C)C1,-0.2
C=CCN1C[C@H](C)N(C(c2ccc(C(=O)N(CC)CC)cc2)c2cccc(OC)c2)CC1C (some centres undefined),-0.5
Brc1ccc2c(c1)CNCc1cnnn1-2,-0.1
Oc1cc(Cl)c(Cl)cc1Cl,-2.4
O=C(NCCN1CCC2(CC1)C(=O)NCN2c1ccccc1)c1ccc(F)c(F)c1,1.1
C=C1C(=O)O[C@H]2C[C@@H](C)[C@@H]3C=CC(=O)[C@@]3(C)C[C@H]12,-0.6
O=S(=O)(c1ccc2ccccc2c1)N1Cc2cc(Br)ccc2-n2nncc2C1,1.3
CCOC(=O)C1=C(C(=O)OCC)C2(c3ccccc3)c3ccccc3C1(C)N2C (centres undefined),-0.2
CCN1C(=O)NC(=O)/C(=C\c2ccc(N3CCOCC3)cc2OC)C1=O,3.4
COc1ccc2c(c1)[C@@]13CCCCC1[C@@H](C2)NCC3 (some centres undefined),0.3
COc1ccc(CCNCc2ccc(SC)cc2)cc1,0.4
Cc1ccc(/C=C2/C(=O)NC(=O)N(Cc3ccc(F)cc3)C2=O)o1,0.3
N#Cc1ccc(NC(=S)N2Cc3cc(Br)ccc3-n3nncc3C2)cc1,-0.5
Fc1ccc(C[n+]2c(-c3ccccc3)cc(-c3ccccc3)cc2-c2ccccc2)cc1,1.1
NS(=O)(=O)c1ccc(-c2ccc(C=C3C(=O)NC(=S)NC3=O)o2)cc1,0.7
CCc1cc(OC)c(CCN)cc1OC,-0.2
COC1CC=C2CCN3CCC4=C(CC(=O)OC4)C23C1 (centres undefined),-1.7
Cc1cc(N2CCNC[C@H]2C)ccc1N1CC[C@H](O)C1,-0.5
COP(=O)(OC)OC=C(Cl)Cl,-0.2
O=C(O)c1cc(S(=O)(=O)N2CC3CC(C2)c2cccc(=O)n2C3)ccc1F (centres undefined),0.4
Cc1ccc(OC(=O)N(C)C[C@H]2OCc3cnnn3CCCC(=O)N([C@H](C)CO)C[C@H]2C)cc1,0.3
CN1C(=O)NC(=O)/C(=C/c2ccc([N+](=O)[O-])o2)C1=O,0.0
COc1ccc(N2C(=O)NC(=O)/C(=C/c3ccc(N4CCOCC4)cc3)C2=O)cc1,2.9
Cc1ccc2nc(-c3ccc(CN4CCC(n5c(=O)[nH]c6cc(Cl)ccc65)CC4)cc3)c(-c3ccccc3)nc2c1,1.1

# Screening results (PubChem)

# These rows are one share of the data; rates above refer to the full screens.
